TCR-CD3 inh = inhibitors of human TCR-CD3 interaction, primary screen, biochemical, fluorescence, TAMRA-labeled TCR probe; T-cell receptor (TCR); inhibition, % at 9.4 µM; 0.37% of 360,000 active; in the data active = inhibition above about 19%;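 note: recombinant mutant TCR 2C K166C tagged with TAMRA read by polarization; 0% = receptor in buffer alone and 100% = receptor with positive control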
UHRF1 binding = UHRF1 methylated DNA binding inhibitors, primary screen, counter-screen for MBD2 inhibitor project, biochemical, TR-FRET, human UHRF1, single concentration | E3 ubiquitin-protein ligase UHRF1 (Homo sapiens), Q96T88 | UHRF1 binding to methylated oligo | inhibition, % at 4.4 µM | 0.75% of 370,000 active | AID 687016, 2013; in the data active = inhibition above about 21%;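 note: UHRF1 SRA domain binding a hemimethylated CpG hairpin DNA probe; 0% = median of test compound wells and 100% = reference inhibitor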
rCAG RNA binder = binders of r(CAG) RNA repeats, primary screen, biochemical, fluorescence; AID 651821, 2012; r(CAG) RNA repeat, TO-PRO-1 dye displacement fluorescence; 1.3% of 370,000 active; inhibition, % at 3 µM;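 active = inhibition above the plate cutoff, the mean of all test compounds on that plate plus 3 SD, cut at about 35% in these data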;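 note: 0% = DMSO alone and 100% = 100 µM mitoxantrone as full dye displacement; higher means more dye released from RNA so lower well fluorescence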
PRMT1 FP inh = PRMT1 methyltransferase inhibitors, primary screen, biochemical, fluorescence polarization; 1.3% of 370,000 active; recombinant PRMT1, activity-based probe fluorescence polarization; Protein arginine N-methyltransferase 1 (Homo sapiens), Q99873; inhibition, % at 2.79 µM;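 active = inhibition above about 21% made by adding two undisclosed values, limit read from the data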
Target sequence (Q99873 whole entry, looked up): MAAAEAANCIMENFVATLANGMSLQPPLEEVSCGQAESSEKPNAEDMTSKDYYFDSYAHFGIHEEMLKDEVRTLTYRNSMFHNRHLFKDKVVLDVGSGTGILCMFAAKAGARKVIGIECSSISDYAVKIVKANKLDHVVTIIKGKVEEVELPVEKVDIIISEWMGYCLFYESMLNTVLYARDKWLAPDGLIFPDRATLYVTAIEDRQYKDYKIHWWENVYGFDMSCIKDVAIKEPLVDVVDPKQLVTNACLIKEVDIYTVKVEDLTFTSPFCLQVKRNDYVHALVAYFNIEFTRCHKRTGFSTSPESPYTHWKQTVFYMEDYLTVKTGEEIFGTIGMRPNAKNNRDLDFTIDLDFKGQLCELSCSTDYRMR
MBD2 DNA inh = inhibitors of MBD2 binding to methylated DNA, primary screen, biochemical, TR-FRET, DNA-binding domain, human | 0.31% of 370,000 active | Methyl-CpG-binding domain protein 2 (Homo sapiens), Q9UBB5 | inhibition, % at 4.4 µM | MBD2 binding to methylated oligonucleotide | AID 686964, 2013; in the data active = inhibition above about 13%
SIAE inh = human SIAE inhibitors, primary screen, biochemical, fluorescence polarization, FP-Rh probe, 1536-well HTS; Sialate O-acetylesterase (Homo sapiens), Q9HAT2; 0.69% of 370,000 active; SIAE FP-Rh probe binding; inhibition, % at 9.66 µM; AID 1053197, 2014;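 active = inhibition above a cutoff: mean of compounds within the control limits plus 3 SD of those, cut at about 17% in these data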;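 note: 0% = plate median of compound wells and 100% = probe without SIAE protein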
Target sequence (Q9HAT2 whole entry, looked up): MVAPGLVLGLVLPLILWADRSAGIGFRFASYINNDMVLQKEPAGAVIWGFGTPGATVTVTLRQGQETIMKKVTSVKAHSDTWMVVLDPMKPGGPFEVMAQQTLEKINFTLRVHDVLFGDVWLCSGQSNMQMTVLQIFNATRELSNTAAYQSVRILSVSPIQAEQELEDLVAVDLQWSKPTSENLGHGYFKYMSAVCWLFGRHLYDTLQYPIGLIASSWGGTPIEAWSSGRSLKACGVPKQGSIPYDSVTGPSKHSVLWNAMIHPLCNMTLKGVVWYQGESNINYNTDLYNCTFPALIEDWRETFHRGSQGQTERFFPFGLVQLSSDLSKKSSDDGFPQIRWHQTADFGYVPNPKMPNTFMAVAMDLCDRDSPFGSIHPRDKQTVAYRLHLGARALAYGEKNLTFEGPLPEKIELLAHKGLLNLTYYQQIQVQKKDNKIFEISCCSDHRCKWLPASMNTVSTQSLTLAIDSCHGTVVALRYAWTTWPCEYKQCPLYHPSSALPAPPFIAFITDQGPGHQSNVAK
NPR1 activator = GC-A stimulated cGMP production enhancers – HEK293 GC-A cells, cGMP TR-FRET, EC30 ANP, primary screen; activation, % at 10 µM; 0.14% of 370,000 active; 0% at EC30 ANP, 100% saturating ANP; in the data active = activation above about 40%
GC-B act = human GC-B receptor activators, primary screen, HEK293 GC-B cells, cGMP TR-FRET, EC30 CNP; 0% at EC30 CNP, 100% saturating CNP; activation, % at 10 µM; Atrial natriuretic peptide receptor 2 (Homo sapiens), P20594; 0.11% of 370,000 active;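 active = activation at 10 µM reaching about 35% in either raw or pattern-adjusted values, limit read from the data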
HTRA1 inh = HTRA1 serine protease inhibitors, primary screen, biochemical, fluorescence polarization, HTS; Q92743; recombinant HTRA1, FP-rhodamine activity-based probe; inhibition, % at 5.96 µM; 0.5% of 340,000 active; in the data active = inhibition above about 36%;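 note: 0% = enzyme with DMSO and 100% = wells lacking enzyme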
ABHD4 inh = ABHD4 inhibitors, primary screen, biochemical, fluorescence polarization, mouse | (Lyso)-N-acylphosphatidylethanolamine lipase (Mus musculus), Q8VD66 | purified mABHD4, FP-Rh probe fluorescence polarization | inhibition, % at 8.92 µM | 0.54% of 370,000 active | AID 720543, 2013;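 active = inhibition exceeding the mean over every tested compound plus 3 SD, cut at about 30% in these data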;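 note: 0% = plate median of compound wells and 100% = S159A mutant with DMSO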
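Assay system: Wild-type mouse ABHD4 protein | Medium: HEPES pH 7.0 buffer, 150 mM NaCl, 0.01% Pluronic F-127 | Incubation: Enzyme–compound pre-incubation 45 min, then probe 60 min, both 25 °C | Technique: Fluorescence polarization with parallel and perpendicular emission, 525/598 nm | Evaluation: % inhibition of FP-Rh probe binding versus controls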
* marks the source's active call; other numbers are inactive results; nt = not tested or not shown.

SMILES	TCR-CD3 inh	UHRF1 binding	rCAG RNA binder	PRMT1 FP inh	MBD2 DNA inh	SIAE inh	NPR1 activator	GC-B act	HTRA1 inh	ABHD4 inh
Cn1c(C(=O)O)c(CC(=O)N2CCC(Cc3ccccc3)CC2)c2ccccc21	-4	4	6	1	-1	0	3	1	-1	-1
O=C(c1cc2ccccc2oc1=O)N(Cc1ccco1)C1CCS(=O)(=O)C1 (stereo not given)	0	4	8	11	7	-2	2	11	2	-10
COC(=O)[C@]12CCCCC=C1N(Cc1cccc3ccccc13)C(=O)[C@H](CC(=O)NCCC(C)C)C2	-4	1	6	2	6	-2	-3	3	nt	-6
COC(=O)Nc1cc(C)n(-c2ccccc2)n1	-4	1	-3	4	-3	-6	5	-3	-1	-8
Cc1oc2c(c1C(=O)NCc1cc(C(=O)O)co1)CCCC2	-3	4	1	8	1	3	0	6	9	2
c1ccc(-c2nnc(SCc3nc4ccccc4[nH]3)n2Cc2ccco2)nc1	8	-1	4	2	2	0	-23	-9	2	-3
Cc1ccc(S(=O)(=O)n2c([N+](=O)[O-])cnc2C)cc1C	-7	2	3	4	1	-7	0	4	1	-5
CCC(=O)NC(c1cccs1)c1cc([N+](=O)[O-])c2cccnc2c1OC (stereo not given)	1	-1	8	14	-14	2	-2	3	nt	10
CC(C)(C)OC(=O)C[C@@H]1C/C=C\C[C@H](CC(=O)N(CCO)Cc2ccccc2)C(=O)N2CCC[C@H]2COC1=O	-9	2	-6	-2	8	11	1	0	3	-2
CC(C)(C)NCCOc1ccc2ccccc2c1	-10	6	2	1	3	-2	-1	-13	-2	-7
Cc1cc(C)cc(NC(=O)CSc2nc(=O)n3cc(C)ccc3n2)c1	-1	-3	2	-3	-1	2	0	-3	2	-1
CN1OC[C@@H]2CN(S(=O)(=O)c3cccc4ccccc34)[C@H](c3ccc(-c4cccnc4)cc3)C[C@@H]21	-9	-2	3	4	2	-3	-2	0	-17	0
O=C(c1cccs1)N1CCN(c2ccc([N+](=O)[O-])cc2F)CC1	7	-3	-2	2	-7	-1	-6	3	8	3
CC1=NN(CCc2ccccn2)C(=O)CC1	-3	0	0	-2	-2	-4	5	8	1	-2
Cc1nc(CS(=O)(=O)c2ccccc2)cc(Sc2ccc(Cl)cc2Cl)n1	-5	0	-4	0	8	-3	0	-6	-14	2
COc1ccc(S(=O)(=O)NNC(=O)Nc2ccc(F)cc2)cc1	9	0	-4	2	5	3	2	2	nt	3
CCOc1ccc(C(=O)OC(C)CN2CCCCC2)cc1 (stereo not given)	-1	1	-6	1	6	-7	1	0	11	-2
CC(NC(=O)c1ccc(Cn2cc([N+](=O)[O-])cn2)o1)c1ccccc1 (stereo not given)	5	4	-3	-1	5	-2	9	17	4	-1
O=C(NCCN1CCCCC1)/C(=N\O)c1ccccc1	4	0	-2	-1	-1	6	3	3	-3	-4
CCOC(=O)[C@]12CCCCC/C=C\1N(CCc1ccc(Cl)cc1)C(=O)[C@H]2CC(=O)N1CCCC1	nt	-1	-1	1	1	-1	-10	0	nt	0
N#CCCN(Cc1cccnc1)C(=S)NC(=O)c1ccc(S(=O)(=O)N2CCCC2)cc1	7	0	1	1	-1	1	0	2	4	-4
O=C(NCc1cccc(OC(F)(F)F)c1)c1ccc2c(c1)S(=O)(=O)c1cc(Cl)ccc1C2=O	12	0	3	-1	1	3	1	3	-3	-1
N#CCCN(C(=O)COC(=O)CCc1nc2ccccc2c(=O)[nH]1)c1ccccc1F	3	-2	1	0	0	4	-1	1	-2	-1
C=CCn1c(=N)c(C(=O)NCCCOC)cc2c(=O)n3cc(C)ccc3nc21	3	-5	3	-1	-8	-1	7	-3	3	-3
COc1ccc(CNC(=O)COC(=O)CCS(=O)(=O)c2ccc(C)cc2)cc1OC	2	3	-2	-2	0	2	1	-8	2	2
CN(C)/C=C/C(=O)c1ccc(F)cc1F	7	4	0	2	0	-4	8	1	1	-15
COc1ccc(N=C2NC(=O)S/C2=C\c2ccc(N(C)C)cc2)cc1	6	-2	22	0	-6	12	3	-4	5	9
CCCNC(=O)C(=O)NCC(c1ccc2c(c1)OCO2)N1CCN(c2ccc(F)cc2)CC1 (stereo not given)	3	3	-3	1	3	0	1	6	-1	1
Cc1nnc2n(-c3ccccc3)c(=O)c3ccccc3n12	8	0	19	2	0	-6	1	0	2	6
CCOc1cc(C2CC(=O)NC(SCC)=C2C#N)ccc1O (stereo not given)	-5	2	3	-3	-1	4	2	5	-7	0
Cc1cc(S(=O)(=O)NCCN2CCOCC2)c(C)s1	5	-1	-1	-4	-5	2	0	-6	5	-2
CCOC(=O)C(NS(=O)(=O)c1ccccc1)(C(F)(F)F)P(=O)(OCC(C)C)OCC(C)C (stereo not given)	4	0	7	2	3	2	-3	2	3	-1
O=C(NC1CCCN(Cc2ccc(Cl)cc2)C1)c1ccoc1 (stereo not given)	2	-2	-3	-2	4	-2	-2	-3	-1	3
O=C(NC1CCNCC1)C1CCCCC1	5	-1	1	-6	-3	-2	-2	5	4	-5
COc1ccc(S(=O)(=O)N2C3CCC2CC(NC(=O)C2CC2)C3)cc1 (stereo not given)	14	0	-5	1	0	0	-1	6	5	2
COc1ccc(CCN(C)C(=O)C2CCN(Cc3ccc(C)cc3)CC2)cc1OC	1	-2	-5	0	-5	-2	-2	-1	-1	-1
O=C(NCc1ccccc1)C1(C(=O)C2CC2)CC(c2ccccn2)=NO1 (stereo not given)	nt	2	1	0	-1	3	-2	3	nt	-7
O=C1CCC/C1=C/Nc1cccc(F)c1	6	0	1	-1	-2	4	2	3	-5	-1
COc1ccc(Cl)cc1C(=O)NNC1CC(=O)N(Cc2ccc(Cl)cc2)C1=O (stereo not given)	2	1	8	-1	-2	0	-6	-7	-15	4
CN1CCc2c1nc1ccccc1c2NC(=O)CN1CCCC1	-8	1	4	8	10	4	-7	3	4	1
CNc1cnc(-c2ccsc2)cn1	1	-4	4	0	-5	1	4	3	nt	3
C/C(=N\NC(=S)Nc1ccc(C)cc1)c1cc2ccccc2o1	-4	-4	13	4	3	0	-2	-2	-17	9
COc1cccc(-c2[nH]nc3c2C(c2ccoc2)C(C#N)=C(N)O3)c1 (stereo not given)	2	7	11	9	0	-8	-7	-1	3	6
O=C(/C=C/c1ccco1)Nc1ccc2c(c1)OCO2	-6	2	2	9	2	-1	2	2	-4	-5
CN1CC2=Cc3ccccc3OC23Oc2ccccc2C=C3C1	4	4	4	-1	-1	-3	-27	-19	-4	-2

Arranged by count of non-hydrogen atoms (rising): some entries from above.
SMILES	TCR-CD3 inh	UHRF1 binding	rCAG RNA binder	PRMT1 FP inh	MBD2 DNA inh	SIAE inh	NPR1 activator	GC-B act	HTRA1 inh	ABHD4 inh
O=C1CCC/C1=C/Nc1cccc(F)c1	6	0	1	-1	-2	4	2	3	-5	-1
COc1cccc(-c2[nH]nc3c2C(c2ccoc2)C(C#N)=C(N)O3)c1 (stereo not given)	2	7	11	9	0	-8	-7	-1	3	6
COc1ccc(CCN(C)C(=O)C2CCN(Cc3ccc(C)cc3)CC2)cc1OC	1	-2	-5	0	-5	-2	-2	-1	-1	-1

Next section
SMILES	TCR-CD3 inh	UHRF1 binding	rCAG RNA binder	PRMT1 FP inh	MBD2 DNA inh	SIAE inh	NPR1 activator	GC-B act	HTRA1 inh	ABHD4 inh
O=C(O)c1ccc(COc2c(F)c(F)c(F)c(F)c2F)o1	9	4	7	9	-5	4	1	-4	4	12
Cc1cc(C)c2nc(NC(=O)C3CSC4(C)CCC(=O)N34)sc2c1 (stereo not given)	4	2	3	1	-7	2	8	-6	-6	3
Cc1cc(C)cc(NC(=O)COC(=O)CCC2CCCC2)c1	-1	-3	2	-2	-2	6	-2	-1	-26	2
O=C(O)CN=CC1=C(O)CC(c2ccccc2)CC1=O (stereo not given)	0	-1	1	-4	0	4	4	2	3	-3
COC(=O)C1CCN(C(=O)C2CC(=O)N(c3ccc(C)c(Cl)c3)C2)CC1 (stereo not given)	1	0	3	3	-1	-1	0	-1	-1	-5
CCn1c(=N)n(CC(=O)c2ccc(OC)cc2)c2ccccc21	4	0	3	-4	-4	1	-4	-6	-3	9
CSc1nc(NC(C)=O)nc(C)c1Br	6	3	1	-1	9	-6	0	3	6	7
COCCNC(=O)C(c1ccc(F)cc1)N(C(=O)CCC(=O)Nc1nccs1)c1ccc(C)cc1 (stereo not given)	5	21*	-7	-4	-1	-2	-6	-7	4	-4
COc1ccccc1-c1cccc(-c2nc(C(=O)N3CCCCC3)cc3c2[C@@H](CCO)N(S(=O)C(C)(C)C)C3)c1 (stereo not given in full)	2	-3	1	-2	-2	-7	5	12	nt	4
Cc1ccc(NC(=O)CN(C)C(=O)CCC(=O)c2cccs2)cc1	-4	10	5	2	8	-6	11	1	7	1
Cc1nc(CSc2nc3[nH]ncc3c(=O)n2-c2ccccc2)cs1	-5	3	-5	-1	1	2	1	-2	1	6
O=C(O)C1CC2CCC1CC2 (stereo not given)	-4	-1	2	-1	1	-7	-3	1	0	1
CC(C)(C)[C@H]1C=C(C(=O)N2CCN(Cc3ccc4c(c3)OCO4)CC2)O[C@@H](OCCCCO)C1	-3	-3	-14	4	4	6	2	9	-2	5
COc1cc(NC(=O)[C@H]2O[C@@H](n3ccc(N)nc3=O)[C@H](O)[C@@H]2O)cc(OC)c1OC	1	43*	-1	4	4	26*	-2	4	nt	-1
CCOC(=O)c1[nH]c(C)c(C(=O)N(C)Cc2ccccc2)c1C	-5	-3	-5	-3	2	0	-1	2	0	1
COC(=O)c1cc2c(c3c4cc(C)ccc4n(S(=O)(=O)c4cccc(C)c4)c13)C(=O)N(Cc1ccccc1OC)C2	-3	0	16	-5	-5	-5	3	3	nt	-5
O=C(Nc1ncccn1)c1cc(-c2cccc(Br)c2)nc2ccccc12	8	-1	3	-2	-2	2	5	5	-18	-11
CCOc1ccccc1C(=O)NC1CC2CCCC(C1)N2Cc1ccccc1 (stereo not given)	-5	3	-1	5	11	1	1	1	4	-19
CC(C)(C)c1ccc(C(=O)Nc2cccc([N+](=O)[O-])c2)cc1	9	-1	3	-1	2	-12	-1	-1	-49	-18
Cc1ccccc1NC(=O)C1CC(=O)N(c2ccc3c4c(cccc24)CC3)C1 (stereo not given)	-4	6	2	2	2	5	5	-3	-9	-2
COc1cc(C2Nc3ccccc3C(=O)N2NS(C)(=O)=O)ccc1O (stereo not given)	-10	6	-3	8	1	6	0	0	1	-10
Nc1nc(=S)c2ncn(C3CCCC3)c2[nH]1	2	1	-1	3	1	4	31	30	-6	4

Part of the list above, with two lines to a compound.
Fields – TCR-CD3 inh | UHRF1 binding | rCAG RNA binder | PRMT1 FP inh | MBD2 DNA inh | SIAE inh | NPR1 activator | GC-B act | HTRA1 inh | ABHD4 inh
Cc1ccccc1NC(=O)C1CC(=O)N(c2ccc3c4c(cccc24)CC3)C1 (stereo not given)
→ -4 | 6 | 2 | 2 | 2 | 5 | 5 | -3 | -9 | -2
COc1cc(C2Nc3ccccc3C(=O)N2NS(C)(=O)=O)ccc1O (stereo not given)
→ -10 | 6 | -3 | 8 | 1 | 6 | 0 | 0 | 1 | -10

Only part of the results is shown; rates above refer to the full screens.
